From PubChem
PDI turbidity – inhibitors of human PDI, primary screen, biochemical, turbidity, single point, plate reader. Protein disulfide-isomerase (Homo sapiens), P07237. PDI insulin aggregation turbidity, A650, 90 min. inhibition, % at 10 µM. 0.052% of 350,000 active. AID 588391, 2011;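 active = mean inhibition across replicates of 30% or more, whatever share of single replicates reach that level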;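 also: absorbance from insulin aggregation driven by PDI reduction with DTT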
Target sequence (P07237 whole entry, looked up): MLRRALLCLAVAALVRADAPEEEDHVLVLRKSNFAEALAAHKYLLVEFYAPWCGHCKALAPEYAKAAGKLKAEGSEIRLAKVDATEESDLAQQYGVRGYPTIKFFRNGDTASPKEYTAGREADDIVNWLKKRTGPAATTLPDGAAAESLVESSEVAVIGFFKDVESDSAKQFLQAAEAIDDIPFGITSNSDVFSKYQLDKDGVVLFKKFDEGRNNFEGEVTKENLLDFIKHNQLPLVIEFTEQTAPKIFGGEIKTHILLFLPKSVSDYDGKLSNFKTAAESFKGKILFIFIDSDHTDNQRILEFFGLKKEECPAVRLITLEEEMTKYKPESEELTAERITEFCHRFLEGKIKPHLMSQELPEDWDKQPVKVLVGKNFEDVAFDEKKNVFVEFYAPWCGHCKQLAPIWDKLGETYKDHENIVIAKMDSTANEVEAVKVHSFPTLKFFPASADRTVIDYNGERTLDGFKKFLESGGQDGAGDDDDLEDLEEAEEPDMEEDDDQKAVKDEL
ABHD5 PLIN5 PPI – ABHD5-PLIN5 interaction inhibitors, primary screen, cell lysate, split luciferase complementation, luminescence. Perilipin-5 (Homo sapiens) + 1-acylglycerol-3-phosphate O-acyltransferase ABHD5 (Homo …. AID 602281, 2012. Split G. princeps luciferase complementation, 4 h. inhibition, % at 4 µM. 0.78% of 360,000 active;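 active = inhibition above the mean inhibition across every tested compound plus 3 SD, cut at about 22% in these data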;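 also: 0% = DMSO only wells and the 100% control is not disclosed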
Exocytosis inh – LAMP-1 surface exposure blockers, TALL-104 cells – cell-based, flow cytometry, MLPCN library, primary screen | TALL-104 LAMP-1 surface exposure; cells stimulated with thapsigargin and PMA | inhibition, % at 10 µM | 0.66% of 360,000 active | AID 651702, 2012;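 active = inhibition above about 55%, limit read from the data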
MC4R antagonist – MC4R antagonists of cAMP signaling, primary screen, cell-based, TR-FRET, antagonist arm of biased-ligand search; AID 540295, 2011; inhibition, % at 6.5 µM; MC4R-expressing cells, MTII-stimulated cAMP, LANCE TR-FRET; Melanocortin receptor 4 (Homo sapiens), P32245; 0.48% of 360,000 active;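 active = inhibition above its plate's cutoff, the mean of tested wells on that plate plus 3 SD, cut at about 29% in these data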;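 also: 0% = Melanotan II alone and 100% = Melanotan II plus saturating MCL0020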
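Material – human MC4R-expressing U2OS cells · Repeats – no replicates · Detection – TR-FRET with Eu-cAMP and labeled anti-cAMP, 671 nm · Times – compound 30 min, challenge 1 h, detection 1 h · Compound – single nominal compound dose of 6.5 µM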
MC4R ag barr – MC4R agonists recruiting beta-arrestin, primary screen, cell-based, luminescence, agonist arm of biased-ligand search. U2OS MC4R beta-arrestin complementation; percent of melanotan II response, DMSO zero. activation, % at 8.9 µM. 0.98% of 360,000 active. AID 540308, 2011;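 active = activation above a per-plate cutoff, the mean activation of sample wells on that plate plus 3 SD, cut at about 8% in these data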
ABCB6 inh 2 – ABCB6 transporter inhibitors, primary screen, K562-ABCB6 cells, flow cytometry, MLPCN library. ATP-binding cassette sub-family B member 6 (Homo sapiens), Q9NP58. K562-ABCB6 porphyrin accumulation, 1 h; stronger effect = lower value. fluorescence ratio to DMSO, % at 10 µM. 0.19% of 360,000 active. AID 602162, 2011;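 active = fluorescence ratio to DMSO below 75%, the collection mean minus 3 SD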;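 also: signal is porphyrin accumulated inside mitochondria; 100% equals median channel fluorescence of DMSO control wells; lower ratio means ABCB6 inhibition with less porphyrin fluorescence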
Glyco luc inh – increase of ERlucT glycosylation luciferase signal, primary screen, N-linked glycosylation inhibitor project, D54 ERlucT cells, luminescence, set 2; D54 ERlucT glycosylation luciferase reporter, 24 h; percent of 100 nM tunicamycin response; reporter increase, % at 12.5 µM; 0.23% of 360,000 active; AID 588692, 2011;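 active = mean luciferase reporter signal, scaled so untreated is 0 and the glycosylation-blocking control 100, at or above a set limit in every replicate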;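 also: luciferase carries N-glycosylation sites so blocking glycosylation raises the light; 0% = median of neutral control wells and 100% = median of 100 nM tunicamycin wells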
Cardio protect – cardioprotection against H2O2-induced cell death, primary screen, uHTS, H9c2 cells, ATPLite luminescence. 0.63% of 360,000 active. H9c2 cardiomyocytes, H2O2 injury protection, 2 h. protection from H2O2 cell death, % at 20 µM;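 active = compounds giving at least 50% protection of heart cells from peroxide-induced death in the single-dose screen, raw or plate-pattern-corrected value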;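 also: 0% = DMSO wells with peroxide and 100% = DMSO wells without peroxide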
CaV13 ICDI inh – Disruptors of the CACNA1D IQ motif to Ca2+-dependent inactivation inhibitor domain association, primary screening, Förster resonance energy transfer in intact living …; HEK cells, CFP/YFP FRET ICDI-IQ, plate reader, 10 min; percent FRET-ratio fall versus neutral wells; 0.098% of 340,000 active; inhibition, % at 12.3 µM;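 active = mean replicate inhibition of at least 30% and at least 1% of replicates passing that level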;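 also: 0% = median of the neutral control wells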
HTR2A ag – mouse Htr2a agonists via beta-arrestin recruitment, primary screen, cell-based, luminescence. 0.66% of 360,000 active. 5-hydroxytryptamine receptor 2A (Mus musculus), P35363. activation, % at 7.6 µM. AID 624169, 2012. CHO-K1 mHTR2A beta-arrestin complementation; percent of 30 µM serotonin response;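 active = activation above a run cutoff, the mean activation of all tested compounds plus 3 SD, cut at about 14% in these data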;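 also: 0% = plate median of compound wells and 100% = 30 µM serotonin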
Target sequence (P35363 whole entry, looked up): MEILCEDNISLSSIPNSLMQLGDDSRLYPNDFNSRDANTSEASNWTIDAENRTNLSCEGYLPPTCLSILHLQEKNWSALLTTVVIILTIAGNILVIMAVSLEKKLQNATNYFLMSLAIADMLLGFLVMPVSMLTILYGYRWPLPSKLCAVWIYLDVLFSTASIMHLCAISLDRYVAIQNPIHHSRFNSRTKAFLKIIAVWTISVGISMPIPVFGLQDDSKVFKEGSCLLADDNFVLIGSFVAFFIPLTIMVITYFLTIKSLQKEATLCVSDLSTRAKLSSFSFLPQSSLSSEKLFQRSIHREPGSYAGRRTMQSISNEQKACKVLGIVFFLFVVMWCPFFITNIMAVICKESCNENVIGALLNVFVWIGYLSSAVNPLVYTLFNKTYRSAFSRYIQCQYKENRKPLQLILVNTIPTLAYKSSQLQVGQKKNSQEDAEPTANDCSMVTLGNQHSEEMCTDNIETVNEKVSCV
The depositor's hits bear a star; . = not tested or not shown.

Each structure is followed by: PDI turbidity	ABHD5 PLIN5 PPI	Exocytosis inh	MC4R antagonist	MC4R ag barr	ABCB6 inh 2	Glyco luc inh	Cardio protect	CaV13 ICDI inh	HTR2A ag
> Cc1cccc(C)c1OCc1cc(C(=O)NCC2CCCCC2)no1
    4	3	2	-2	11*	100	0	-4	-2	2
> CCN(CC)S(=O)(=O)c1ccc2c(c1)c(=O)c(C(=O)N1CCN(c3ccccn3)CC1)cn2C
    1	-7	-8	16	-1.9	94	1	4	-2	3
> O=c1oc2c(CN3CCCCC3)c(O)ccc2cc1-c1nc2ccccc2[nH]1
    8	3	-3	8	-1.3	102	1	4	35*	2
> CCOc1cc(/C=C(\C#N)c2nc3ccccc3[nH]2)ccc1OC(C)C(=O)O (stereo unspecified)
    -4	-2	3	-33	-0.2	93	-1	6	-23	-5
> Cc1ccc(C)c(OCCCN2CCc3ccccc3C2)c1
    -2	4	7	9	5.5	104	-1	-2	-19	1
> COc1ccc(C2/C=C\CN(C(=O)c3ccccc3)CC(=O)N2Cc2ccc(F)cc2)cc1 (stereo unspecified)
    0	2	9	2	-2.1	96	-3	1	-5	11
> CCN(CC)c1ccc(/C=N/NC(=O)c2cccc(S(=O)(=O)N3CCOCC3)c2)cc1
    -11	-1	1	-7	-2.7	97	0	6	-3	-7
> Cc1cccc(C(=O)OC2CCOC2=O)c1C (stereo unspecified)
    0	-2	-6	10	-0.8	103	3	2	-3	-8
> COc1ccccc1Nc1ncccc1C(=O)NCc1ccccc1
    -3	-2	0	-11	-0.2	91	-1	0	-12	-7
> CC(=O)c1ccc(N2CCN(S(=O)(=O)c3cn(C)cn3)CC2)cc1
    0	-2	-6	1	-2.1	101	1	2	-4	13
> C=CCC(C)(NCc1ccccc1)c1ccco1 (stereo unspecified)
    6	-1	-2	1	-0.5	102	1	-4	-3	-2
> CC(C)=Cc1c(O)nc2ccccn2c1=O
    2	2	2	-1	2.3	101	1	1	-7	4
> CC(=O)NC1(C(F)(F)F)C(=O)Nc2c1c(=O)[nH]c(=O)n2Cc1ccco1 (stereo unspecified)
    -6	-1	1	-5	-1.3	89	1	3	-1	2
> COc1ccccc1NS(=O)(=O)c1cc(NC(=S)Nc2cc(C)cc(C)c2)ccc1Cl
    -3	-7	-2	5	-0.9	95	-2	-8	.	1
> CN(C(=O)c1ccccc1Br)C1CCS(=O)(=O)C1 (stereo unspecified)
    7	1	3	-1	-0.7	100	0	2	-15	5
> COc1ccc(COn2nnc3ccc(S(=O)(=O)N4CCOCC4)cc32)cc1F
    13	2	-16	10	-1.5	104	1	-1	-6	-2
> CCCCn1c(N)c(Sc2ccc([N+](=O)[O-])cc2)c(=O)[nH]c1=O
    -6	3	0	-1	-0.9	97	4	8	-7	1
> O=C(CN1C(=O)CSC1=O)Nc1ccc(C(=O)O)cc1
    23	-9	-2	-3	-2.1	105	5	1	-5	-2
> COc1ccc(N(CC(=O)Nc2cc(OC)ccc2OC)S(=O)(=O)c2c(C)noc2C)cc1
    -4	2	2	16	2.2	96	2	-6	-5	0
> O=C1C=C(c2ccoc2)N2CCC[C@H]2C1
    10	3	-6	5	1.7	97	3	-1	-5	-4
> Cn1nc(C(=O)NNC(=O)c2ccccc2Br)c2ccccc2c1=O
    3	-1	-4	2	-0.8	95	3	8	-12	5
> CS(=O)(=O)N1N=C(c2cccs2)CC1c1ccccc1F (stereo unspecified)
    2	0	27	5	-4.1	93	-1	7	4	-1
> Cc1ccc(NC(=O)COc2ccccc2C(=O)NCCc2ccccc2)cc1
    5	3	16	9	1.4	98	-1	-8	-1	-8
> N=c1n(CCO)c2ccccc2n1CCN1CCCCC1
    6	-5	0	7	2.2	97	1	0	-5	-2
> CN(C)C(=O)CSc1nnc(-c2ccc(F)cc2)c2ccccc12
    7	8	-2	-1	0.0	102	2	3	-17	0
> O=C1NCCN(CC2CCN(CCC3CCCC3)CC2)C1=O
    -7	0	0	5	-0.7	101	1	5	-3	2
> O=C(NCc1ccco1)/C(=C/c1ccc(Br)cc1)NC(=O)c1ccco1
    -2	-4	-3	4	-1.2	98	1	5	-5	-2
> COc1ccc(S(=O)(=O)N2CCC3(CC2)OCCN3S(=O)(=O)c2ccccc2)cc1OC
    3	-4	-2	7	-2.9	98	-2	-9	-2	-2
> Cc1noc(C)c1S(=O)(=O)NC1CCCc2ccccc21 (stereo unspecified)
    -1	3	-2	13	1.5	93	-1	3	-4	-1
> CCCCOc1ccc(S(=O)(=O)NC(=O)NCc2ccc(OCCC)cc2)cc1
    -13	1	-4	11	2.6	100	-1	2	-7	2

Single records (already shown):
Profile of `COc1ccc(COn2nnc3ccc(S(=O)(=O)N4CCOCC4)cc32)cc1F` : PDI turbidity = 13; ABHD5 PLIN5 PPI = 2; Exocytosis inh = -16; MC4R antagonist = 10; MC4R ag barr = -1.5; ABCB6 inh 2 = 104; Glyco luc inh = 1; Cardio protect = -1; CaV13 ICDI inh = -6; HTR2A ag = -2
Profile of `Cn1nc(C(=O)NNC(=O)c2ccccc2Br)c2ccccc2c1=O` : PDI turbidity = 3; ABHD5 PLIN5 PPI = -1; Exocytosis inh = -4; MC4R antagonist = 2; MC4R ag barr = -0.8; ABCB6 inh 2 = 95; Glyco luc inh = 3; Cardio protect = 8; CaV13 ICDI inh = -12; HTR2A ag = 5
Profile of `Cc1ccc(NC(=O)COc2ccccc2C(=O)NCCc2ccccc2)cc1` : PDI turbidity = 5; ABHD5 PLIN5 PPI = 3; Exocytosis inh = 16; MC4R antagonist = 9; MC4R ag barr = 1.4; ABCB6 inh 2 = 98; Glyco luc inh = -1; Cardio protect = -8; CaV13 ICDI inh = -1; HTR2A ag = -8

Additional compounds follow.
Each structure is followed by: PDI turbidity	ABHD5 PLIN5 PPI	Exocytosis inh	MC4R antagonist	MC4R ag barr	ABCB6 inh 2	Glyco luc inh	Cardio protect	CaV13 ICDI inh	HTR2A ag
> CC(C)c1ccc(NC(=O)Nc2nc(CN)cs2)cc1
    10	3	-8	3	-1.2	97	0	5	-12	-5
> C/C(=N\Nc1ccccc1)c1cc2ccccc2oc1=O
    -2	5	7	-30	-0.2	103	-1	-4	-4	-2
> O=C(Cc1ccccc1)NCC(=O)OCC(=O)c1ccccc1Cl
    -7	-4	-2	16	-1.6	93	-1	7	-4	-4
> CCc1nc2c(OCCC3CCCCC3)cccn2c1N(C)C(=O)CC(C)C
    -4	2	-10	14	1.8	102	-1	-12	-4	-5
> CC(C)(C)CC(=O)Nc1cc2c3c(c1)CC(=O)N3CCC2
    -4	-1	-10	-3	-0.7	96	1	12	-3	0
> Cc1nc(N2CCN(Cc3ccccc3)CC2)nc2c1CCC2
    1	0	6	-3	1.8	100	0	3	2	4
> O=C(O)c1c(Cl)cccc1Nc1ccccc1
    -5	1	-3	1	-0.5	100	1	-5	-3	-1
> CNc1nc(N)c([N+](=O)[O-])c(NC2CCCCC2)n1
    -2	-6	-25	-8	0.2	97	1	2	-19	4
> Cc1ccc(-c2noc(CCC(=O)NCc3ccco3)n2)cc1
    -4	0	2	3	-1.9	101	2	-3	-3	-2
> COc1cccc(COC(=O)C2CCN(C(=O)c3ccccc3C)CC2)c1OC
    4	4	0	-1	-0.9	95	0	-4	-2	-4
> CCN(CC)S(=O)(=O)c1ccc(C(=O)NC2=C(C(=O)OC)SCC2)cc1
    -3	5	1	22	-1.0	98	1	4	-8	5
> COc1ccc(C(=O)c2c[nH]c(C(=O)NCCCn3ccnc3)c2)cc1
    3	0	15	4	-2.5	104	-2	-2	8	-3
> CCOC(=O)N1CCC(NC(=O)c2ccccc2C(=O)O)CC1
    -2	1	2	0	-2.7	102	5	7	-20	-1
> C=CC[C@H](CC(=O)N(CCO)Cc1ccccc1)C(=O)N[C@H](COC(=O)[C@@H](CC=C)CC(=O)OC(C)(C)C)Cc1ccccc1
    3	-6	23	16	2.6	100	-2	3	-11	-5
> Cc1ccc([C@@H]2CC=C(C(=O)O)[C@H](c3ccccc3F)N2S(=O)(=O)c2ccccc2C)cc1
    4	-4	3	14	-1.5	104	0	5	-6	2

Taken from the listing for reference:
Each structure is followed by: PDI turbidity	ABHD5 PLIN5 PPI	Exocytosis inh	MC4R antagonist	MC4R ag barr	ABCB6 inh 2	Glyco luc inh	Cardio protect	CaV13 ICDI inh	HTR2A ag
> CNc1nc(N)c([N+](=O)[O-])c(NC2CCCCC2)n1
    -2	-6	-25	-8	0.2	97	1	2	-19	4
> Cc1ccc(-c2noc(CCC(=O)NCc3ccco3)n2)cc1
    -4	0	2	3	-1.9	101	2	-3	-3	-2

(next part)
Each structure is followed by: PDI turbidity	ABHD5 PLIN5 PPI	Exocytosis inh	MC4R antagonist	MC4R ag barr	ABCB6 inh 2	Glyco luc inh	Cardio protect	CaV13 ICDI inh	HTR2A ag
> O=C(CN1C(=O)NC2(CCOc3ccccc32)C1=O)NCCc1ccccc1 (stereo unspecified)
    -1	2	-8	9	-0.6	100	1	11	-6	-13
> COc1cc2c(cc1OC)CN(C(=S)Nc1ccc(C)cc1C)CC2
    -1	4	1	0	0.6	98	1	3	-3	1
> CCOc1ccccc1N(C)C(=O)Cn1ncc2c([nH]c3ccccc32)c1=O
    -2	0	-13	5	-1.0	99	1	10	-7	-6
> CCC(=O)n1nc(-c2ccc(Cl)cc2)nc1NCc1ccccc1
    -1	-4	15	2	-0.3	96	0	-2	-6	-3
> Cc1ccc(NC(=O)CCC(=O)N/N=C/c2cccs2)cc1C
    -3	-3	5	-1	-2.2	100	4	4	-5	0
> O=C(CCN1C(=O)/C(=C/c2ccccc2)SC1=S)N[C@@H](CO)Cc1ccccc1
    6	-6	-1	6	19*	94	-3	-13	-6	-4
> Cc1ccc2[nH]c(=O)c(CN(CCc3ccccc3)C(c3nnnn3Cc3ccco3)C(C)C)cc2c1 (stereo unspecified)
    4	9	18	9	-1.5	101	-2	-13	-18	-3
> CC(C)C[C@H](NC(=O)[C@@H]1Cc2ccccc2CN1C(=O)OC(C)(C)C)C(=O)NCC1CCC(C(=O)O)CC1 (stereo partly specified)
    6	-1	1	5	-2.3	100	2	-2	1	0
> NS(=O)(=O)c1ccc(NC(=O)CSC2CCCCC2)cc1
    1	-12	-2	0	-2.9	103	-1	2	-4	-4
> O=C(O)c1cc([N+](=O)[O-])ccc1NCCc1ccccc1
    4	-2	12	5	-3.0	82	2	-1	-2	-2
